High-throughput results: PubChem, The Scripps Research Institute Molecular Screening Center
GSTO1 counter: counter-screen for RBBP9 inhibitors: inhibitors of human GSTO1; recombinant GSTO1, activity-based probe fluorescence polarization; inhibition, % at 5.96 µM; actives 1.1% (n = 300,000); AID 1974;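 active = inhibition above the campaign mean inhibition plus 3 SD, cut at about 35% in these data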;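 note: 0% = GSTO1-1 with DMSO and 100% = wells lacking GSTO1-1 enzyme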
PAFAH1B2 FP inh: PAFAH1B2 (human) inhibition. P68402. recombinant PAFAH1B2, FP-rhodamine activity probe, fluorescence polarization. inhibition, % at 3.39 µM. actives 1.2% (n = 340,000). AID 492953;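 active = inhibition above the mean of all tested compounds plus 3 SD, cut at about 24% in these data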;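 note: 0% = enzyme with DMSO and 100% = wells lacking PAFAH1B2; many of its hits are not listed in these tables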
Target sequence (P68402 whole entry, looked up): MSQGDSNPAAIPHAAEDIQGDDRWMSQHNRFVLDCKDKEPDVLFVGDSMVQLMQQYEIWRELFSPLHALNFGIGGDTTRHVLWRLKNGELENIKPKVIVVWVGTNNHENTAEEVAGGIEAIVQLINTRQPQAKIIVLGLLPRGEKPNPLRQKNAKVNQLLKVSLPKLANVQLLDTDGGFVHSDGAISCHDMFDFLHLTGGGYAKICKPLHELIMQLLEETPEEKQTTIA
LYPLA1 inh: LYPLA1 (human) inhibition in PME1 counter-screen; O75608; recombinant LYPLA1, FP-Rh probe fluorescence polarization; inhibition, % at 5.9 µM; actives 0.16% (n = 320,000); AID 2174;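 active = inhibition above the mean of all tested compounds plus 3 SD, set per campaign, cut at about 14% in these data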;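 note: inhibitors block serine hydrolase probe labeling of LYPLA1 so polarization falls; 0% = enzyme with DMSO and 100% = wells lacking LYPLA1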
Target sequence (O75608 whole entry, looked up): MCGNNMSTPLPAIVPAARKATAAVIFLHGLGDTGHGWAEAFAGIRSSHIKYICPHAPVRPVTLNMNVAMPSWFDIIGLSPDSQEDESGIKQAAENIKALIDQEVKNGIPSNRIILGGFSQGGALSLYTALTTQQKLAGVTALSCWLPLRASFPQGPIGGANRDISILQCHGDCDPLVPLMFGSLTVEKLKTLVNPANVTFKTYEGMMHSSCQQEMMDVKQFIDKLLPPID
LYPLA2 counter: blocks human lysophospholipase 2, a PME1 counter-screen. O95372. recombinant LYPLA2, FP-Rh probe fluorescence polarization. inhibition, % at 5.9 µM. actives 0.38% (n = 320,000);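 active = inhibition above the screen-wide mean plus 3 SD, limit set per campaign, cut at about 26% in these data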;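 note: 0% = LYPLA2 with DMSO and 100% = wells lacking LYPLA2 enzyme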
PAFAH1B3 inh: blocks human PAF acetylhydrolase 1B catalytic subunit 3. recombinant PAFAH1B3, FP-rhodamine probe, fluorescence polarization. inhibition, % at 3.39 µM. actives 0.28% (n = 340,000);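 active = inhibition above the screen-wide average of all tested compounds plus 3 SD, cut at about 25% in these data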;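 note: 0% = enzyme with DMSO only and 100% = wells lacking PAFAH1B3 protein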
PAFAH2 FP inh: inhibitors of human PAFAH2; recombinant PAFAH2, FP-rhodamine activity probe, fluorescence polarization; inhibition, % at 3.39 µM; actives 0.99% (n = 340,000); AID 492956;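 active = inhibition above the mean over all tested compounds plus 3 SD, cut at about 30% in these data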;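 note: inhibitors block probe labeling of enzyme so polarization drops; 0% = enzyme with DMSO and 100% = wells lacking PAFAH2 protein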
PAD4 FP inh: blocks human protein arginine deiminase 4; recombinant PAD4, RCA probe fluorescence polarization; inhibition, % at 6.36 µM; actives 0.41% (n = 330,000); AID 485272;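 active = percent inhibition above a cutoff equal to the mean of all tested compounds plus 3 SD, cut at about 15% in these data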;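 note: 0% = PAD4 with RCA probe and DMSO and 100% = probe without PAD4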
PME-1 primary: blocks human protein phosphatase methylesterase 1 | inhibition, % at 5.9 µM | recombinant PME-1, FP-Rh probe fluorescence polarization | Q9Y570 | actives 0.53% (n = 320,000) | AID 2130;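 active = inhibition above the campaign mean of all compounds plus 3 SD, cut at about 26% in these data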;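 note: competitive labeling of PME-1 active site by serine hydrolase directed probe; 0% = PME-1 with DMSO and 100% = wells lacking PME-1 enzyme; inhibitors block probe labeling so polarization falls and inhibition rises; many of its hits are not listed in these tables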
Target sequence (Q9Y570 whole entry, looked up): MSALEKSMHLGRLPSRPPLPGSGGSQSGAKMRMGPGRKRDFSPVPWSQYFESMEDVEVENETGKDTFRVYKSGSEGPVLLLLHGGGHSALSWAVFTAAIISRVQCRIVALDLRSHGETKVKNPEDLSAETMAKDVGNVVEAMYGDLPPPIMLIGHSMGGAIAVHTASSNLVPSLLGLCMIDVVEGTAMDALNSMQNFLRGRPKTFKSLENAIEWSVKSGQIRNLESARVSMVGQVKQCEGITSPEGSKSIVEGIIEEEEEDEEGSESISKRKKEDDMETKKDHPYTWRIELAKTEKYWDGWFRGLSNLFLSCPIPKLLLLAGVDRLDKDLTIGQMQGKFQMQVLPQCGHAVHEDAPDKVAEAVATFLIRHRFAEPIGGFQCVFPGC
pPAFAH inh: pPAFAH (human) enzyme inhibition; Q13093; recombinant pPAFAH, FP-rhodamine probe fluorescence polarization; inhibition, % at 3.39 µM; actives 1.5% (n = 330,000);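 active = inhibition above the mean inhibition across the screen plus 3 SD, cut at about 25% in these data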;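 note: inhibitors block binding of the rhodamine activity-based probe so polarization drops; 0% = enzyme with DMSO and 100% = wells lacking pPAFAH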
* = called active by the depositor; / = not tested or not shown. These rows are one share of the data. The share of hits here may be higher or lower than overall.

No. | Structure | GSTO1 counter | PAFAH1B2 FP inh | LYPLA1 inh | LYPLA2 counter | PAFAH1B3 inh
1 | CC1CCC(=C(C#N)C(=O)Nc2cccc(Cl)c2)CC1 (stereo not given) | 5 | 0 | -4 | -8 | 5
2 | Cc1cc(OCC(O)CN(C)C(=O)C(C)Oc2ccccc2)ccc1Cl (stereo not given) | 3 | 7 | -3 | -7 | 5
3 | CCCNc1c(NC(=O)c2ccc3c(c2)OCO3)c(=O)oc2ccccc12 | -1 | 3 | 0 | 0 | 8
4 | COc1ccccc1OCC(=O)Nc1ccc2c(c1)OCCO2 | -6 | -4 | 0 | -4 | 7
5 | CC(=O)Nc1ccc(NC(=O)C(C)OC(=O)CCN=C2NS(=O)(=O)c3ccccc32)cc1 (stereo not given) | 5 | 4 | 4 | 0 | 9
6 | CCOc1ccc(NC2C=CS(=O)(=O)C2)cc1 (stereo not given) | 3 | 2 | -1 | 4 | 1
7 | Cn1c(=O)[nH]c(=O)c2c1nc(SCCO)n2CC(O)COc1ccccc1 (stereo not given) | 5 | 5 | -2 | -4 | 4
8 | COc1cc(OC)cc(-c2n[nH]c(=S)n2-c2ccc3c(c2)OCCO3)c1 | -8 | 0 | -1 | -4 | -1
9 | Cc1ccc(NC(=O)CCC(=O)NNC(=O)COc2ccccc2)c(C)c1 | -6 | 8 | -4 | -2 | 13
10 | Cc1cccc(OCC(=O)NNC(=O)c2cccs2)c1 | 2 | 7 | -2 | -2 | -4
11 | O=C(NC(=S)Nc1cccnc1)c1ccccc1 | 0 | 3 | 1 | 0 | 9
12 | CCSc1nnc(NC(=O)c2cccnc2Cl)s1 | -19 | 1 | -6 | -11 | -2
13 | C=CCN=C1N[C@@H](c2ccccc2)C(C(=O)OC)=C(C)N1CC | 0 | -1 | 1 | 2 | -6
14 | O=C(Cn1cc([N+](=O)[O-])nc1[N+](=O)[O-])N1CCN(c2ccccc2)CC1 | 3 | -1 | 0 | 1 | 3
15 | N#Cc1ccc(C(=O)Nc2cc(-c3ccc(F)cc3)nn2-c2ccccc2)cc1 | 3 | -4 | 0 | 4 | 5

No. | PAFAH2 FP inh | PAD4 FP inh | PME-1 primary | pPAFAH inh
1 | 1 | 1 | -5 | 3
2 | 4 | -1 | -3 | 3
3 | -4 | 0 | 1 | 4
4 | -8 | -1 | -7 | 3
5 | 0 | 1 | -1 | 4
6 | -7 | 4 | 2 | 2
7 | 4 | 0 | 1 | -7
8 | 7 | -1 | 4 | -2
9 | 0 | -1 | 1 | -9
10 | 8 | -3 | -8 | 3
11 | 2 | -3 | -3 | -3
12 | -2 | 4 | -3 | -9
13 | 5 | 4 | -3 | -2
14 | -7 | -6 | 0 | 0
15 | -8 | 0 | 1 | 8

The list goes on.
No. | Structure | GSTO1 counter | PAFAH1B2 FP inh | LYPLA1 inh | LYPLA2 counter | PAFAH1B3 inh
16 | NS(=O)(=O)c1ccc(N2N=C(c3ccc(Br)cc3)CC2c2ccc(F)cc2)cc1 (stereo not given) | -12 | 3 | -1 | -2 | -3
17 | COc1ccc(CNc2nc(C)cc(C)c2C#N)cc1 | 0 | 5 | -4 | -2 | 4
18 | CCCOP(=O)(OCCC)C(Nc1ccc(C(=O)O)cc1)c1ccccc1 (stereo not given) | 2 | -2 | 0 | -2 | 10
19 | Cc1cccn2c(=O)c3cc(C(=O)NC4CCCC4)c(=N)n(C4CCCC4)c3nc12 | 0 | -5 | -2 | -2 | 2
20 | COc1nccnc1NS(=O)(=O)c1ccc(NC(=S)NC(=O)c2ccc(F)cc2)cc1 | 3 | 0 | 0 | 1 | 8
21 | COc1cc2c(cc1OC)CN(C(=O)CN1C(=O)NC3(CCC(C)CC3)C1=O)CC2 (stereo not given) | / | 2 | -3 | 0 | 4
22 | COc1ccc(CCNC2CCc3ccccc3C2)cc1 (stereo not given) | 3 | 3 | -4 | 3 | 1
23 | Oc1ccc(N=Nc2ccc(Br)cc2)c(O)c1 | 22 | 6 | 11 | 3 | 14
24 | COc1ccccc1N(CC(O)Cn1nc(C)cc1C)S(=O)(=O)c1ccccc1 (stereo not given) | -1 | / | 2 | -2 | /
25 | O=C(Nc1cccc(Cl)c1)Nc1nc(-c2ccc(Cl)cc2)cs1 | -29 | -6 | -15 | -25 | -6
26 | O=C(CCN1C(=O)c2ccccc2S1(=O)=O)Nc1ccc2c(c1)OCCO2 | -5 | 3 | -1 | 0 | 4
27 | COc1cccc(OCCOc2c(OC)cccc2OC)c1 | 3 | 2 | -4 | -6 | 8
28 | FC(F)(F)c1cc(CCN2CCNC[C@@H]2c2ccccc2)cc(C(F)(F)F)c1 | / | 5 | / | / | -6
29 | COc1ccccc1/C=C/C(=O)N1CCCC1 | -7 | 1 | 1 | 0 | 5
30 | CC1CN(C(=O)c2ccccc2)c2ccccc2NC1=O (stereo not given) | 32 | 4 | -3 | -4 | 11

No. | PAFAH2 FP inh | PAD4 FP inh | PME-1 primary | pPAFAH inh
16 | -1 | 0 | -2 | 23
17 | 4 | -2 | -3 | 6
18 | 7 | -1 | -2 | 4
19 | -7 | 4 | 3 | 1
20 | -2 | -1 | -3 | 3
21 | 6 | -2 | -5 | -1
22 | -1 | 1 | -6 | 17
23 | -1 | 2 | 19 | 4
24 | / | -1 | 7 | 6
25 | -17 | -2 | 6 | -6
26 | 4 | -1 | 1 | -7
27 | 9 | 4 | 2 | -2
28 | 3 | -2 | / | 7
29 | -13 | -1 | 0 | 0
30 | -6 | -1 | -1 | -3

Next part, starting with the last 7 of the part before.
No. | Structure | GSTO1 counter | PAFAH1B2 FP inh | LYPLA1 inh | LYPLA2 counter | PAFAH1B3 inh
24 | COc1ccccc1N(CC(O)Cn1nc(C)cc1C)S(=O)(=O)c1ccccc1 (stereo not given) | -1 | / | 2 | -2 | /
25 | O=C(Nc1cccc(Cl)c1)Nc1nc(-c2ccc(Cl)cc2)cs1 | -29 | -6 | -15 | -25 | -6
26 | O=C(CCN1C(=O)c2ccccc2S1(=O)=O)Nc1ccc2c(c1)OCCO2 | -5 | 3 | -1 | 0 | 4
27 | COc1cccc(OCCOc2c(OC)cccc2OC)c1 | 3 | 2 | -4 | -6 | 8
28 | FC(F)(F)c1cc(CCN2CCNC[C@@H]2c2ccccc2)cc(C(F)(F)F)c1 | / | 5 | / | / | -6
29 | COc1ccccc1/C=C/C(=O)N1CCCC1 | -7 | 1 | 1 | 0 | 5
30 | CC1CN(C(=O)c2ccccc2)c2ccccc2NC1=O (stereo not given) | 32 | 4 | -3 | -4 | 11
31 | CC(C)c1ccc(NC(=O)N2CCc3ccccc3C2)cc1 | 10 | 3 | 2 | 3 | 2
32 | Cc1ccc(C)c(NC(=S)N(Cc2ccc(Cl)cc2)Cc2ccc(C(=O)O)cc2)c1 | 6 | -5 | -7 | -8 | -1
33 | COc1ccccc1CNC(=O)C1CCCN(S(=O)(=O)c2c(C)[nH]c(=O)[nH]c2=O)C1 (stereo not given) | 1 | 8 | 1 | -4 | 15
34 | O=C1C(=O)N(Cc2cccc([N+](=O)[O-])c2)c2ccccc21 | 6 | 0 | -1 | 0 | 2
35 | Cc1onc(-c2c(F)cccc2Cl)c1C(=O)Nc1nnc(C(F)(F)F)s1 | -47 | 1 | -2 | 3 | 1
36 | COc1ccc(-n2c(=S)[nH]c3cc(C(=O)Nc4ccc(F)cc4)ccc3c2=O)c(OC)c1 | -2 | 2 | -10 | -8 | -4
37 | NC1=NC[C@H](Cc2ccc(O)cc2)N1CCC12CC3CC(CC(C3)C1)C2 | 2 | -2 | -5 | -28 | 4
38 | CCN(c1ccccc1)S(=O)(=O)c1ccc(C(=O)N2CCOCC2)cc1 | / | 16 | / | / | 9
39 | O=C(NCCN1CCCCC1)Nc1ccccc1Cl | 1 | -4 | -2 | -4 | -1
40 | Cc1ccc(C(=O)NNC(=O)C2CCN(C(=O)OC(C)(C)C)CC2)cc1 | -1 | 4 | 2 | 0 | 2
41 | Cc1ccc(N(C(=O)c2snc(C(N)=O)c2N)C(C(=O)NCc2ccccc2)c2ccncc2)c(C)c1 (stereo not given) | 10 | 9 | -1 | -2 | 4
42 | O=C1c2ccccc2C(=O)N1Cc1cccnc1 | 1 | 1 | 0 | 5 | -6
43 | Cc1cccc(NC(=O)CCNC(=O)c2ccco2)c1 | -5 | 0 | 1 | -2 | 0
44 | Cc1c(Cl)cccc1N(Cc1ccc(C(=O)O)cc1)S(=O)(=O)c1ccccc1 | 1 | 5 | -2 | 1 | 11
45 | COc1ccc(-c2noc(N3CCCC(C(=O)Nc4cc(F)ccc4F)C3)n2)cc1 (stereo not given) | 1 | 0 | 12 | 6 | 2

No. | PAFAH2 FP inh | PAD4 FP inh | PME-1 primary | pPAFAH inh
24 | / | -1 | 7 | 6
25 | -17 | -2 | 6 | -6
26 | 4 | -1 | 1 | -7
27 | 9 | 4 | 2 | -2
28 | 3 | -2 | / | 7
29 | -13 | -1 | 0 | 0
30 | -6 | -1 | -1 | -3
31 | 4 | 2 | -3 | 5
32 | -4 | 0 | 2 | 3
33 | 8 | 2 | -1 | 3
34 | -1 | 2 | 2 | 8
35 | 2 | -4 | 4 | 5
36 | -4 | 1 | -34 | -3
37 | 0 | 4 | -2 | -11
38 | 9 | -2 | / | 3
39 | 7 | -6 | -4 | 2
40 | -3 | 3 | 6 | 4
41 | 5 | 2 | 2 | 1
42 | 1 | -1 | -3 | 4
43 | -7 | -3 | 7 | 1
44 | 10 | -2 | 1 | -1
45 | 2 | 3 | -8 | 5

Carrying on.
No. | Structure | GSTO1 counter | PAFAH1B2 FP inh | LYPLA1 inh | LYPLA2 counter | PAFAH1B3 inh
46 | O=C(Cc1ccc(F)cc1)Nc1nccs1 | 2 | 3 | -2 | -1 | 3
47 | CC1(C)Oc2ccc3ccc(=O)oc3c2/C(=C/N)C1=O | -1 | 2 | 0 | -1 | 4
48 | Cc1ccc(C)c(NC(=S)NCCCN2CCOCC2)c1 | 18 | -1 | -5 | -3 | 1
49 | O=C(C1CCCN(S(=O)(=O)c2cccc3cccnc23)C1)N1CCN(c2ccc(F)cc2)CC1 (stereo not given) | 3 | 10 | 3 | -3 | -6
50 | Cc1cc(C)cc(-n2nnnc2SCC(=O)Nc2nc(-c3ccc(Cl)cc3)cs2)c1 | 4 | -5 | -6 | -8 | -11
51 | Cc1cc(S(=O)(=O)N2CCN(c3ccccn3)CC2)c(C)cc1Cl | -5 | 4 | 1 | 3 | 8
52 | COc1cccc(Nc2ccccc2C(=O)O)c1 | 8 | 2 | 0 | -4 | 3
53 | NS(=O)(=O)c1cccnc1Nc1ccc(Cl)c(Cl)c1 | 4 | -1 | 0 | -1 | 1
54 | Cc1nnc(SCC(=O)N2CCCC(N3CCN(c4ccc(F)cc4)CC3)C2)o1 (stereo not given) | -3 | 4 | 0 | -1 | 4

No. | PAFAH2 FP inh | PAD4 FP inh | PME-1 primary | pPAFAH inh
46 | 0 | -1 | 3 | 3
47 | -4 | -4 | -10 | -2
48 | -3 | 1 | -4 | -5
49 | -2 | 1 | 3 | 1
50 | -15 | 4 | -10 | -3
51 | 4 | 0 | 12 | 2
52 | 8 | 0 | -1 | -1
53 | -7 | -3 | -5 | 1
54 | 0 | 1 | 0 | 4
